# High-throughput results as filed in PubChem.
# Cardiac RTF inh – cardiac RTF calcium desensitization; AID 493244; inhibition, % at 7.15 µM; 0.12% of 340,000 active; P19429+P45379; IANBD-labeled cardiac RTF, Ca2+ fluorescence;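 active = inhibition above the mean inhibition of all tested compounds plus 3 SD, cut at about 17% in these data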;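 also: assay run at fixed EC70 calcium of 1.6 mM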
# CAL-PDZ inh HTS – CAL PDZ (human) peptide binding inhibition; inhibition, % at 24.9 µM; Q9HD26; AID 602252; 0.92% of 300,000 active; purified CAL PDZ, TMR-peptide fluorescence polarization, 1 h;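 active = mean inhibition of at least 30% with at least half of replicates also reaching 30%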;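 also: 0% = DMSO neutral control and 100% = excess unlabeled competitor peptide PRC23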
# OPRM1-OPRD1 ag – OPRM1-OPRD1 heterodimerization agonism. cells, luminescence. activation, % at 9.3 µM. 0.3% of 340,000 active; in the data active = activation above about 18%;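 also: 0% = vehicle-treated cells and 100% = reference agonist; values of inactives mirror those of a sister screen read the other way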
# HTR5A inv ag – inverse agonist of human HTR5A in OPRM1-OPRD1 counter-screen | P47898 | HTR5A cell line, luminescence, inverse agonism | inhibition, % at 9.3 µM | 0.083% of 340,000 active; in the data active = inhibition mostly above about 23%, no sharp cut-off; inactive = mostly below about 18%;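 also: 0% = cells with DMSO and 100% = no-cell wells with DMSO; some compounds called inactive have numbers as strong as hits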
# Target sequence (P47898 whole entry, looked up): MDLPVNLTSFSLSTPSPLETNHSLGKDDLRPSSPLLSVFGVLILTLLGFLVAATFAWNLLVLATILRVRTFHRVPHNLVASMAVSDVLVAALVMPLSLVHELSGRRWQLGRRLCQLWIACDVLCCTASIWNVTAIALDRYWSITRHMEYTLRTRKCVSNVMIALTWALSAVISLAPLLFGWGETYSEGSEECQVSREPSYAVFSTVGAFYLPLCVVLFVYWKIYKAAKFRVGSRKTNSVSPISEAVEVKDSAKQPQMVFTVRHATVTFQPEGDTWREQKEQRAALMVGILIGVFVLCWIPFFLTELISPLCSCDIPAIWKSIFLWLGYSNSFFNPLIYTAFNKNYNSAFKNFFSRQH
# MOR-DOR inv ag – inverse agonists of human mu-delta opioid receptor heterodimerization; 0.21% of 340,000 active; cell-based MOR-DOR heterodimer luminescence, inverse agonism; inhibition, % at 9.3 µM; P35372+P41143; in the data active = inhibition above about 22%, passing the limit was not always enough;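 also: 0% = cells with DMSO and 100% = wells without cells with DMSO; values of inactives mirror those of a sister screen read the other way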
# LANA DNA inh – inhibitors of KSHV LANA C-terminal domain DNA binding; AID 504423; inhibition, % at 9 µM; MBP-C-LANA/FAM-LBS DNA binding, fluorescence polarization; 0.078% of 340,000 active;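 active = highest replicate inhibition at or above 60% at 9 µM, even if other replicates fall short; inactive = all replicates below 60% inhibition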;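 also: 0% = neutral control wells and 100% = 4 µM acridine orange control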
# V-ATPase pHluor – regulators of yeast V-ATPase proton transport; AID 504577; response, % at 10 µM; S. cerevisiae, pHLuorin cytosolic pH fluorescence; 0.37% of 350,000 active; in the data active = response mostly above about 7.3%, no sharp cut-off; inactive = mostly below about 5.4%; also: actives read high; inactives centre near 0; some compounds called inactive have numbers as strong as hits; reference of the scale not given here
# Keap1-Nrf2 PPI – Keap1-Nrf2 (human) interaction inhibition; Q14145; inhibition, % at 9.4 µM; AID 504523; 0.15% of 340,000 active; Keap1 Kelch-Nrf2 peptide fluorescence polarization, 1536-well; in the data active = inhibition above about 12%;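 also: human Keap1 Kelch domain with fluorescein labeled Nrf2 9mer peptide probe; 0% = neutral control wells and 100% = peptide positive control; higher means more block of Keap1 binding to Nrf2 peptide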
# Target sequence (Q14145 whole entry, looked up, the tested form may be a part): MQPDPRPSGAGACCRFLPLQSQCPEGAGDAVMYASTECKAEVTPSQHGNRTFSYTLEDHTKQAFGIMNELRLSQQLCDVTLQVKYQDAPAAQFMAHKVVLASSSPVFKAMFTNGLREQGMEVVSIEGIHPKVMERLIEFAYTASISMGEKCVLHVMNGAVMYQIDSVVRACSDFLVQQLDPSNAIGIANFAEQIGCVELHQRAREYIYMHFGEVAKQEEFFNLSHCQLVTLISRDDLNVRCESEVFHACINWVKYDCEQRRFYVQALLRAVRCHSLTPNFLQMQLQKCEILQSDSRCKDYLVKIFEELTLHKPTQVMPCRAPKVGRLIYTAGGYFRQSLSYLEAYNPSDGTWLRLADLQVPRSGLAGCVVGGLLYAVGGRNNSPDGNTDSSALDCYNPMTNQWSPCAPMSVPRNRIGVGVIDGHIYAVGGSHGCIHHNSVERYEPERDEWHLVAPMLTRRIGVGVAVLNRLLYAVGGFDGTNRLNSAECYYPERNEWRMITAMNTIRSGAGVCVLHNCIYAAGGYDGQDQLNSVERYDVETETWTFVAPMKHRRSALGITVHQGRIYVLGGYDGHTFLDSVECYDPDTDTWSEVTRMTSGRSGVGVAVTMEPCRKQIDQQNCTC
# HTR5A ag ctr – counter-screen for OPRM1-OPRD1 agonists: human HTR5A agonism. 0.61% of 340,000 active. activation, % at 9.3 µM. HTR5A agonist assay, luminescence, cell-based; in the data active = activation mostly above about 9.5%, no sharp cut-off; inactive = mostly below about 7.6%;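 also: 0% = cells with vehicle only and 100% = reference agonist; strong numbers were not always called active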
# RTF Ca sens act – increases calcium sensitivity of human cardiac regulated thin filaments | activation, % at 7.2 µM | 0.24% of 340,000 active | AID 493008 | P19429+P45379 | IANBD-labeled TnC RTF fluorescence at EC20 calcium; 0% EC20 calcium, 100% full calcium;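 active = activation above the mean over all tested compounds plus 3 SD, cut at about 30% in these data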;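 also: rise in fluorescence read as greater calcium sensitivity of cardiac thin filaments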
# Numbers without * were called inactive; . = not tested or not shown.
structure	Cardiac RTF inh	CAL-PDZ inh HTS	OPRM1-OPRD1 ag	HTR5A inv ag	MOR-DOR inv ag	LANA DNA inh	V-ATPase pHluor	Keap1-Nrf2 PPI	HTR5A ag ctr	RTF Ca sens act
Cc1ccc(C(=O)N(CC#N)CC#N)cc1C	2	.	-3.9	2	20	1.0	-2	0	-1	4
O=C(COC(=O)c1cc(=O)[nH]c2ccccc12)Nc1ccccc1F	-1	-7	-2.9	7	15	-0.2	0	4	-2	-2
N#Cc1ccc(OCc2cccc(S(=O)(=O)N3CCOCC3)c2)cc1	-11	.	-0.6	7	3	-1.1	-7	-1	-2	4
COC(=O)C1=C(NC(=O)COc2ccc3ccccc3c2)CCS1	-3	-2	1.0	-4	-5	-1.1	0	-3	1	2
CCC(=O)N1c2ccc(S(=O)(=O)CCC(=O)Nc3ccc(OC)cc3OC)cc2CC1C (stereo not drawn)	-4	-9	-2.4	1	12	-0.9	1	1	0	1
CCOc1ccccc1NC(=O)CSc1nc(=O)n(CCCN2CCOCC2)c2c1CCCC2	-4	-2	-1.5	-3	8	0.3	3	2	1	1
COC(=O)c1[nH]c2ccc(Br)cc2c1NC(=O)CN1CCN(C2CCCCC2)CC1	-4	-3	2.0	-6	-13	2.6	1	0	1	-1
Cc1nc(SCCc2ccccc2)[nH]c(=O)c1C	-6	.	-0.1	14	1	-0.4	1	-1	-1	-1
COc1ccccc1OCCNC(=O)CCS(=O)(=O)c1ccccc1	1	-7	-0.8	-11	3	-1.3	2	-2	4	-9
CCC(=O)NCc1cc(-c2nn(C)c(=O)c3ccccc23)ccc1OC	-23	-6	-0.9	-15	5	0.5	1	-8	0	5
CCCc1cc(C(=O)NC2CCCN(Cc3ccccc3F)C2)no1 (stereo not drawn)	-4	-2	-3.4	-6	17	0.1	1	-2	1	2
COc1ccc(-c2cc(C(F)(F)F)nc(SCC(=O)NCc3cccs3)n2)cc1OC	-10	-2	-0.9	1	6	0.7	-1	-3	-2	1
CCCCNC(=O)CCN1N=C(c2ccccc2)CCC1=O	-22	-3	-0.5	24	2	-1.6	9	-2	4	1
COc1ccc(/C=C2\SC(=S)N(CCCC(=O)N3CCCCC3CCO)C2=O)cc1 (stereo not drawn)	6	-5	-2.5	-30	13	0.5	1	0	-1	-2
Fc1ccccc1SCc1nnc(-c2ccccc2Br)o1	-14	18	-2.9	2	14	-3.6	-2	-7	1	4
COc1ccc(NC(=O)C(=O)NCCN2CCN(C(=O)c3cccc(Br)c3)CC2)cc1	1	-1	-1.0	6	7	0.1	-4	-2	2	-4
Cc1ccccc1Cn1nnc(-c2cccc(C(=O)O)c2)n1	-7	.	-0.7	-37	4	0.1	-4	-3	-4	-3
O=c1[nH]c(SCc2nc3ccccc3c(=O)n2-c2ccccc2)nc2ccccc12	-4	-1	-0.3	3	2	0.5	2	1	-1	11
Nc1ncnc2nc(Sc3ccc(Cl)cc3)[nH]c12	-4	-2	-2.8	3	12	-1.0	1	-4	-5	-2
CCN1CCCC1CNC(=O)Cn1nc(C)n2c(cc3cc(C)ccc32)c1=O (stereo not drawn)	7	2	-3.3	15	17	-1.0	2	-2	-2	-5
CCN=C1SC(C(=O)Nc2cccc(OCC)c2)CC(=O)N1CC (stereo not drawn)	1	-3	-0.7	-14	4	-2.3	-3	-2	5	6
CCOC(=O)CN(c1ccccc1)S(=O)(=O)c1ccc(F)cc1	-9	2	-0.5	-5	4	0.7	0	1	2	-1
CCCCC1(C)OC(=O)C(=Cc2ccc(SC)cc2)C(=O)O1 (stereo not drawn)	-7	-2	-1.9	14	12	-0.3	9	2	2	-4
COCCN(Cc1ccccc1)C(=O)c1cccc(S(=O)(=O)N(C)c2c(C)n(C)n(-c3ccccc3)c2=O)c1	-11	-8	0.6	9	-3	-1.2	-4	-2	-4	4
N#Cc1ccccc1NC(=O)CSc1n[nH]c(=O)n1C1CC1	1	-2	-1.0	-27	5	-0.2	-2	4	8	-4
O=c1[nH]c2ccc([N+](=O)[O-])cc2[nH]1	-1	-3	-1.1	-6	6	1.9	-1	-4	1	1
O=C(N=Nc1c(O)[nH]c2ccc([N+](=O)[O-])cc12)c1cc(-c2ccccc2Cl)nc2ccccc12	12	-4	-1.8	5	9	1.4	-66	0	3	-5
O=C(c1cccs1)N(Cc1cc2ccccc2[nH]c1=O)c1ccccc1	-16	-1	-0.1	-10	0	1.6	0	0	6	4
Cc1ccc(S(=O)(=O)Cc2ccc(C(=O)N3CCc4ccccc4C3)o2)cc1	0	1	-2.3	-17	12	1.4	1	-7	6	4
Cc1ccc(NNC(=O)c2c(F)cccc2Cl)cc1C	-1	-5	-3.3	-20	16	-1.0	-1	-1	0	-2
CCN(CC)c1nc(N2CCOCC2)nc2ccccc12	0	-1	-2.2	-18	10	-2.1	-3	1	5	-8
CC(=NNC(=O)CSCC(=O)NN=C(C)c1ccccc1)c1ccccc1	5	.	-2.5	4	13	-0.4	0	-4	-1	-6
Cc1cnc(C(=O)OCC(=O)Nc2cccc(S(=O)(=O)N3CCOCC3)c2)cn1	-5	.	-0.8	-15	4	0.8	-3	-7	4	-5
CCCc1cc(=O)[nH]c(SCc2ccc(C#N)cc2)n1	0	15	-0.8	-10	5	1.7	12*	0	4	-1
c1ccc(CCNC2=NCCS2)cc1	-1	-1	0.9	-15	-6	-0.4	-4	-5	3	5
CCOC(=O)N1CCC(NC(=O)c2ccc(CS(=O)(=O)c3ccccc3C)o2)CC1	-7	-8	-0.1	5	1	0.1	-5	3	-1	-3
COc1ccc(N(C(=O)c2snc(C(N)=O)c2N)C(C(=O)NCc2ccc(F)cc2)c2ccc(O)cc2)cc1 (stereo not drawn)	-37	-1	0.3	-19	-3	2.7	3	-5	-1	-3
Cc1ccc(Cn2nnc3c(=O)[nH]c(C4CCN(S(=O)(=O)c5ccc(S(=O)(=O)NC6CC6)cc5)CC4)nc32)cc1	0	-2	-0.6	-12	4	0.5	-3	0	4	-1
COc1ccc(CCNC(=O)c2cc(S(=O)(=O)N3CCOCC3)ccc2F)cc1	-1	5	-0.1	-7	0	-0.2	-2	-2	1	-1
O=c1ccc2cc(S(=O)(=O)Nc3ccc(Br)cc3)ccc2o1	5	7	-1.1	5	5	-0.2	-2	2	-2	-4
Cc1cc(C)cc(NC(=O)CSc2nnc(CNC(=O)c3ccco3)n2C)c1	-5	-3	-1.7	-1	6	-2.8	0	-5	0	-1
O=[N+]([O-])c1cccc(-c2nc3ccc([N+](=O)[O-])cc3[nH]2)c1	2	.	5.7	-19	-30	-1.4	0	3	4	-4
O=C(CCCn1c(=S)[nH]c2ccccc2c1=O)NCc1ccco1	-10	3	-3.1	5	16	1.0	-5	-1	6	-3
COc1ccc(-c2cc(C)no2)cc1S(=O)(=O)Nc1cccc(CN2CCCC2)c1	-10	8	-0.2	5	1	.	-4	-4	1	-1
Cc1cccc(N2CCN(C(=O)CN3C(=O)C4CC=CCC4C3=O)CC2)c1C (stereo not drawn)	3	-1	-5.2	11	25	0.4	1	0	-2	-7
Nn1c(COc2ccccc2F)nnc1SCC(=O)NC1CCCC1	0	14	-1.0	8	6	-0.5	-2	3	0	1
O=C(NCCC(=O)N1CCN(c2ccccc2F)CC1)c1ccco1	-10	-1	-1.5	-19	10	-4.9	-1	0	6	-1
Cc1sc2ncn(CC(=O)NCCCC(=O)N3CCC(C(N)=O)CC3)c(=O)c2c1C	-6	-1	-1.4	4	8	0.1	1	-4	-1	-9
Cc1cccc(NC(=O)CN2C(=O)N/C(=C\c3ccc(N4CCOCC4)cc3)C2=O)c1	-4	0	-2.5	-30	14	3.1	-1	0	3	-10
COc1ccc(N2CCN(C(=O)CNC(=O)c3cccc(Br)c3)CC2)cc1	-9	6	-2.5	-5	13	-1.7	1	0	1	2

# The listing continues:
structure	Cardiac RTF inh	CAL-PDZ inh HTS	OPRM1-OPRD1 ag	HTR5A inv ag	MOR-DOR inv ag	LANA DNA inh	V-ATPase pHluor	Keap1-Nrf2 PPI	HTR5A ag ctr	RTF Ca sens act
O=C(C[C@H]1C/C=C\C[C@H](NC(=O)OCC2c3ccccc3-c3ccccc32)C(=O)O[C@@H](c2ccccc2)CNC1=O)NCCO	-7	-3	-0.1	8	1	-1.5	-2	-3	-2	-7
CCOC(=O)c1sc2nc(N3CCOCC3)c3c(c2c1N)CCC3	6	-2	-1.3	4	7	0.0	3	-4	0	10
CC1(C)CN=C(NC2CCCCC2)S1	3	-1	2.5	-35	-16	1.2	1	-2	13	6
Cc1cccc(CCN2C(Nc3ccccc3)=NC[C@@H]2CC(C)C)c1	-9	-1	38*	9	-173	2.7	-4	0	9	0
COc1ccccc1Nc1nc(N)nc(CN2CCN(Cc3ccccc3)CC2)n1	2	8	-2.2	-26	11	-1.4	4	-2	6	2
CCOC(=O)c1c(NC(=O)CN2CCOCC2)sc2c1CCCC2	5	-5	2.0	-8	-10	1.3	-4	0	-3	-4
O=C(Nc1nc(-c2cccc3ccccc23)cs1)c1cnccn1	-7	16	-1.0	-26	5	0.0	2	-3	10*	5
COc1ccccc1CNC(=O)COc1ccc(S(=O)(=O)N2CCOCC2)cc1C	-9	-3	-1.8	-4	11	0.4	1	-3	4	-3
CS(=O)(=O)Nc1ccc(C2=NN(S(=O)(=O)c3ccccc3)C(c3cccs3)C2)cc1 (stereo not drawn)	5	-4	-1.4	14	9	13	-1	-1	-5	-5
O=C(CSc1nc2c(c(C(F)(F)F)n1)CCc1ccccc1-2)NCc1ccccc1	-12	-1	-0.4	0	2	0.5	-1	-3	-1	-3
CCOC(=O)CSc1n[nH]c(NC(=O)c2ccccc2)n1	-10	.	-2.8	-28	15	-1.5	2	-13	1	6
CCOC(=O)c1sc(NC(=O)Cc2ccc(F)cc2)nc1C	-1	-4	-1.2	-11	6	-1.1	1	2	0	-4
CCN(CC(=O)Nc1cccc(S(=O)(=O)N(C)c2ccccc2)c1)Cc1ccccc1	6	-5	1.6	-10	-7	-0.8	8	5	4	1
COc1ccc(OCc2cc(C(=O)N3CCN(C4CCCC4)CC3)no2)c(Cl)c1	1	-2	1.8	-15	-12	-0.9	-3	1	0	-5
COc1ccc(C(C(=O)NC2CCCCC2)N(C(=O)c2sc(C)nc2C)c2ccc(C(C)=O)cc2)cc1 (stereo not drawn)	0	-3	-3.9	1	22	1.1	-1	-8	-2	4
Cc1ccccc1SCC(=O)NC1CCOC1=O (stereo not drawn)	2	0	-2.5	16	13	-0.9	2	0	1	-2
CC(C)c1ccccc1NC(=S)N1CCN(S(=O)(=O)c2cccs2)CC1	-7	1	-2.3	0	11	0.0	0	2	0	1
Cc1ccc(NC(=O)CN(C)CC(=O)N(CC(C)C)c2c(N)n(CC(C)C)c(=O)[nH]c2=O)c(C)c1	-5	-2	-5.7	-17	22	-1.6	-2	1	0	-2
